Screens deposited in PubChem BioAssay by Broad Institute.
NSD2 inh = NSD2 histone methyltransferase inhibitors, primary screen, biochemical, AlphaScreen, single concentration, set 2; AID 743445, 2014; NSD2 peptide methylation, 120 min; 310,000 compounds, 0.54% hits; Histone-lysine N-methyltransferase NSD2 (Homo sapiens), O96028; inhibition, % at 12.5 µM; in the data active = inhibition above about 50%
PfHsp90 yeast 2 = growth inhibition of PfHsp90-expressing yeast, primary screen, antimalarial PfHsp90 inhibitor project, S. cerevisiae, BacTiter-Glo luminescence, single point, set 2 | inhibition, % at 9.4 µM | BacTiter-Glo ATP, 48 h; yeast lacking PDR1 and PDR3 efflux regulators | 310,000 compounds, 0.32% hits | AID 504621, 2011;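 active = every replicate shows inhibition above about 80%, whatever the replicate mean, limit read from the data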;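 also: 0% = DMSO neutral controls and 100% = 20 µM radicicol positive controls; yeast relying on Plasmodium falciparum Hsp90 in place of its own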
MITF act = activators of MITF-driven TRPM1 promoter reporter, primary screen, cell-based, SK-MEL-5, luciferase, single point | AID 588334, 2011 | activation, % at 12.5 µM | 300,000 compounds, 0.75% hits | SK-MEL-5 TRPM1-promoter luciferase, 24 h; % of positive control, neutral wells = 0;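 active = mean activation of at least 80% with every replicate also reaching 80%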;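 also: 0% = neutral control wells and 100% = parthenolide positive control wells; values of inactives mirror those of a sister screen read the other way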
PvdQ inh = P. aeruginosa PvdQ acylase inhibitors, primary screen, biochemical, fluorescence, plate reader and imaging, single point; PvdQ acylase [Pseudomonas aeruginosa LESB58]; purified PvdQ acylase; inhibition, % at 10 µM; 340,000 compounds, 0.063% hits; in the data active = inhibition above about 30%, passing the limit was not always enough;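 also: 0% = vehicle neutral wells and 100% = reference inhibitor wells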
Rtt109 HAT inh = inhibitors of C. albicans Rtt109/Vps75 HAT, primary screen, biochemical, ThioGlo CoA-SH fluorescence, plate reader; inhibition, % at 34.9 µM; Histone acetyltransferase RTT109 (Candida albicans (strain SC5314 / ATCC MYA-2876)), …; purified Rtt109/Vps75, 4 h; AID 540336, 2011; 330,000 compounds, 0.16% hits;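 active = inhibition of at least 50% in every replicate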
SR-BI uptake up = activators of SR-BI mediated DiI-HDL uptake, primary screen, ldlA[mSR-BI] CHO cells, DiI fluorescence | activation, % at 12.5 µM | 320,000 compounds, 0.096% hits | AID 504775, 2011 | 3 h; 100 = double the neutral-control signal;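 active = mean replicate activation of at least 60% and every replicate at or above 60%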;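 also: 0% = median plate neutral-control signal and 100% = twice that signal; values of inactives mirror those of a sister screen read the other way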
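Material: SR-BI-overexpressing, LDLR-lacking CHO cells | Dosing: Single compound concentration, delivered by pin transfer | Probe or stimulus: Labelled HDL, 10 µg/mL | Signal: Bottom-read cell fluorescence after medium removal, ex 550/em 595 nm | Schedule: 3 h, 37 °C | Evaluation: HDL uptake via cellular fluorescence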
dFosB activator = activators of delta FosB homodimer, primary screen, biochemical, fluorescence polarization, TAMRA-CDK5 oligo, single point; activation, % at 25 µM; purified delta FosB; percent of positive-control signal above neutral wells; AID 493131, 2011; 340,000 compounds, 0.99% hits; Protein FosB (Mus musculus), P13346;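 active = mean activation above about 17%, with every replicate also reaching it, limit read from the data, passing the limit was not always enough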;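 also: fluorescence polarization rise as delta FosB binds a TAMRA Cdk5 AP-1 oligo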
Target sequence (P13346 whole entry, looked up): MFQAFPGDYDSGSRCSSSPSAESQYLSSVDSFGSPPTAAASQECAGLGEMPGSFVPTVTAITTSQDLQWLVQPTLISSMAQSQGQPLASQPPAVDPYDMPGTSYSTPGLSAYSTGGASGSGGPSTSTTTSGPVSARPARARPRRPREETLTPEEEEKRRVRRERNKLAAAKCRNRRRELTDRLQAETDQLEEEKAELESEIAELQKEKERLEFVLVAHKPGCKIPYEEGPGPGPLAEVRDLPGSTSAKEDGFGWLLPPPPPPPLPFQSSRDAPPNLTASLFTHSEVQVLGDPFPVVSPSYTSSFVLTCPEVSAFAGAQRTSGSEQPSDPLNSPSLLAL
CAL PDZ FP-1 = untagged CAL PDZ binding inhibitors, primary screen, biochemical, fluorescence polarization, HTS; AID 602252, 2012; purified CAL PDZ, TMR-peptide fluorescence polarization, 1 h; Golgi-associated PDZ and coiled-coil motif-containing protein (Homo sapiens), Q9HD26; 300,000 compounds, 0.92% hits; inhibition, % at 24.9 µM;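 active = mean inhibition of at least 30% with at least half of replicates also reaching 30%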;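 also: 0% = DMSO neutral control and 100% = excess unlabeled competitor peptide PRC23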
CAL PDZ FP-2 = CAL PDZ peptide-binding inhibitors, primary screen, biochemical, fluorescence polarization, Cer-tagged CAL PDZ, HTS. Golgi-associated PDZ and coiled-coil motif-containing protein (Homo sapiens), Q9HD26. 330,000 compounds, 0.02% hits. purified CAL PDZ, TMR-peptide fluorescence polarization, 1 h. inhibition, % at 20 µM. AID 504414, 2011;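 active = highest replicate inhibition of at least 40%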;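 also: plate controls were DMSO neutral control wells for no effect and unlabeled competitor peptide control wells for full effect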
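Material – purified CerCALP PDZ construct · Detection – FP readout, S and P plane fluorescence · Measure – percent inhibition from loss of millipolarization · Controls – unlabelled peptide for full inhibition, DMSO wells as neutral · Probe or stimulus – TMR-labelled reporter peptide T*-PRC34 bound in PDZ groove · Times – 1 h at RT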
SR-BI DiI inh = inhibitors of SR-BI mediated HDL lipid uptake, primary screen, ldlA[mSR-BI] cells, fluorescence, single point; Scavenger receptor class B member 1 (Mus musculus), Q61009; ldlA[mSR-BI] CHO cells, DiI-HDL uptake fluorescence, 3 h; inhibition, % at 12.5 µM; 320,000 compounds, 0.96% hits;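 active = mean replicate inhibition of at least 70% and a set share of replicates each scoring 70 or more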;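 also: 0% = median of neutral control wells and 100% = median of positive control wells; values of inactives mirror those of a sister screen read the other way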
Target sequence (Q61009 whole entry, looked up): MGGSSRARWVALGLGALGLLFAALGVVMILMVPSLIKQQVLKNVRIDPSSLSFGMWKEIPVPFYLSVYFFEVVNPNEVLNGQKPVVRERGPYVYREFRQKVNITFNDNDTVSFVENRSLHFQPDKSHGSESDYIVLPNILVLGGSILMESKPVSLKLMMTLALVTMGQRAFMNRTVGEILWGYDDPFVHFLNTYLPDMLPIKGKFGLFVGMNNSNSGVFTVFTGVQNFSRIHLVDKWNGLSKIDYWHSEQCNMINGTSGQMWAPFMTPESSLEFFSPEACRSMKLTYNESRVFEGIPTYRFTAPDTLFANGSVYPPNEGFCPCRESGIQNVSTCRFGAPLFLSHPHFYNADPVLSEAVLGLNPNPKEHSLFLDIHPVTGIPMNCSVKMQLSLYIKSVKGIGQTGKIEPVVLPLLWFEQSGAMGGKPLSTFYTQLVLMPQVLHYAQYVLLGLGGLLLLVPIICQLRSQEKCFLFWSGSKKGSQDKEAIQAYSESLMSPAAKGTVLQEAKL
* hit, by the source's call; · = not tested or not shown.

SMILES	NSD2 inh	PfHsp90 yeast 2	MITF act	PvdQ inh	Rtt109 HAT inh	SR-BI uptake up	dFosB activator	CAL PDZ FP-1	CAL PDZ FP-2	SR-BI DiI inh
C[C@@H]1CC[C@H](O)/C=C/C(=O)O[C@H](C)CC[C@H](O)/C=C/C(=O)O1	·	4	-14	-10	0	11	-8	-5	-0.4	-11
CCn1ncc(CNC(=O)CCSc2nc(-c3ccco3)cc(C(F)(F)F)n2)c1C	1	9	-9	-7	-3	-13	5	-2	1.9	13
Cc1ccccc1NC(=O)c1ccc(NC(=O)C2CC(=O)OC23CCCCC3)cc1 (stereo unspecified)	-1	-2	-2	1	11	-21	-7	-1	-1.3	21
CCCN1C[C@H](CSC)C[C@@H]2c3cccc4[nH]cc(c34)C[C@H]21	·	13	-4	10	4	11	5	-3	0.3	1
CCCNC(=O)CCC(NS(=O)(=O)c1ccc(C)cc1)C(=O)NCCC (stereo unspecified)	-1	-2	3	-1	2	8	-1	-1	-1.9	-8
Cc1ccc(-n2c(SCn3nnc4ccccc4c3=O)nnc2-c2cccnc2)c(C)c1	-5	-3	14	-7	-8	-2	-1	-1	-2.0	2
COc1ccc(OC)c2sc(NC(=O)c3ccc(S(=O)(=O)N(C)C)cc3)nc12	·	-5	15	9	1	-46	7	-3	0.1	46
CCOC(=O)Cc1csc(NC(=O)c2sc3nc4c(C)cc(C)cc4cc3c2N)n1	-1	-42	37	10	-7	-80	-7	-2	-3.2	80*
CC1C(=O)C(C)C(c2ccc([N+](=O)[O-])cc2)NC1c1ccc([N+](=O)[O-])cc1 (stereo unspecified)	4	·	2	-5	6	-27	-4	0	-0.4	27
O=C(NCCN1CCCCC1)c1ccco1	3	6	·	-10	-1	26	0	·	0.6	-26
CC(C)CCc1noc(CN2CCC(CCN3CCCC3=O)CC2)n1	6	16	5	-11	3	25	-6	-1	-0.8	-15
CCc1cc(=O)[nH]c(-n2[nH]c(-c3ccccc3)cc2=O)n1	-5	-35	-1	-11	6	7	-9	-1	-0.8	-7
Cc1cc(C)c(S(=O)(=O)N2CCN(C(=O)c3cc4ccccc4o3)CC2)c(C)c1	-5	·	-5	16	10	12	-1	-1	-2.6	-12
CCCCn1c(SCC(=O)Nc2nnc(C(C)C)s2)nc2c1c(=O)n(C)c(=O)n2C	23	9	-2	-17	5	2	3	-3	-0.9	-2
CCCC1C2C(=O)N(c3ccc(OC)cc3)C(=O)C2ON1c1ccccc1 (stereo unspecified)	-6	·	·	-2	1	41	-10	·	-1.3	-41
CC1CCN(S(=O)(=O)c2ccc(C(=O)NCc3ccco3)cc2)CC1	0	-47	-13	-14	-2	-2	-9	19	-0.9	2
COc1cc(C(=O)N/N=c2/sc3ccccc3n2C)cc(OC)c1OC	-3	-12	-11	-9	-5	-9	-6	1	-2.2	9
CCCc1[nH]nc2c1C1(CCN(C(=O)OCc3ccccc3)CC1)C(C#N)=C(N)O2	3	0	-9	-26	5	-27	-2	-21	-1.3	27
COc1ccc(C(=O)NCCSc2ccccc2)cc1OC	-5	7	45	6	3	-4	-14	-1	-2.4	4
O=C(CSc1nnc(CNc2ccccc2)o1)c1ccc2c(c1)OCCO2	-1	-9	11	-7	-6	21	-10	-15	-2.8	-21
Cc1ccc(C)c(S(=O)(=O)N2CCN(C(=O)c3cnccn3)CC2)c1	4	0	-3	-10	5	21	4	·	-2.9	-21
Cc1ccc(OCCSCc2nnc(NC(=O)Nc3cccc(Cl)c3)s2)cc1	0	-3	5	-2	1	-25	-3	2	-3.4	25
Cc1cc(C)cc(N=c2c([N+](=O)[O-])nn(-c3ccc(Cl)cc3)n2O)c1	5	9	-8	4	3	-80	-4	-1	0.0	80*
CCOc1ccc(S(=O)(=O)Nc2cccc(N(C)S(C)(=O)=O)c2)cc1	-3	39	·	-13	18	12	3	·	0.2	-12
CCOC(=O)N1CCN(C(=O)CSc2nnc(-c3cccc(OC)c3)o2)CC1	1	28	·	-11	4	-10	-8	·	-0.6	10

The closing 2 entries of the part above are carried over, then new ones follow.
SMILES	NSD2 inh	PfHsp90 yeast 2	MITF act	PvdQ inh	Rtt109 HAT inh	SR-BI uptake up	dFosB activator	CAL PDZ FP-1	CAL PDZ FP-2	SR-BI DiI inh
CCOc1ccc(S(=O)(=O)Nc2cccc(N(C)S(C)(=O)=O)c2)cc1	-3	39	·	-13	18	12	3	·	0.2	-12
CCOC(=O)N1CCN(C(=O)CSc2nnc(-c3cccc(OC)c3)o2)CC1	1	28	·	-11	4	-10	-8	·	-0.6	10
CSCCC(NC(=O)c1ccccc1)C(=O)Nc1ccncc1 (stereo unspecified)	0	·	5	2	12	4	3	-2	-0.6	-4
O=C(Nc1ccc(Br)cc1)c1cnccn1	4	-2	43	8	-5	-6	-9	-4	-1.8	6
Cn1ccnc1SCC(=O)Nc1ccc(Cl)cn1	-7	-3	6	-2	0	13	-7	-5	-1.6	-13
CC(C)c1nc2oc3ccccc3c(=O)c2c(=O)n1-c1ccccc1	-1	8	17	-10	7	-5	-3	·	-1.2	5
COc1cccc(C(C(=O)NCc2ccco2)N(C(=O)Cn2nnc3ccccc32)C2CC2)c1OC (stereo unspecified)	3	0	-3	1	13	23	-5	-1	-1.4	-23
COc1ccccc1N1CCN(S(=O)(=O)c2cccc3nsnc23)CC1	15	1	2	8	-10	2	-4	·	-0.8	-2
COc1ccc(CCNC(=O)CSc2nc3ncccc3[nH]2)c(OC)c1	0	-19	-13	-20	-4	8	0	-5	3.9	-8
Oc1cc2ccccc2cc1-c1nnc2n1-c1ccccc1SC2	0	0	-6	-7	-7	-9	-1	-1	0.1	9
O=C(COc1ccc(Br)cc1)OCC(=O)N1CCOCC1	-3	-3	5	-8	-3	12	1	·	-0.4	-12
COCCn1c(C)cc(C(=O)CSc2nnc(-c3cccnc3)n2-c2ccccc2F)c1C	4	·	·	-5	0	1	0	4	0.3	-1
O=C(c1ccc(NC(=O)C(c2ccccc2)c2ccccc2)cc1)c1ccc(C(=O)O)c(C(=O)O)c1	7	3	·	-7	1	24	0	-13	-0.9	-24
O=C(NCC(c1ccc(F)cc1)N1CCOCC1)c1cc(F)c(F)c(F)c1F (stereo unspecified)	-4	20	2	-7	1	9	-3	-2	-2.9	-9
O=C(c1ccccc1Cl)N1CCN(Cc2ccc3c(c2)OCO3)CC1	-1	-4	·	0	-1	-1	5	7	0.3	1
O=C1N2CCSC2=NC1(Nc1nccs1)C(F)(F)F (stereo unspecified)	0	10	-6	1	9	-1	-5	-2	-0.3	1
COc1cc(Nc2ncnc(N)n2)cc(OC)c1OC	-3	-7	·	-6	1	-3	0	-5	-0.5	3
Cc1ccccc1-c1nc(CN2CCC(C(=O)NCCCN3CCCC3)CC2)c(C)o1	4	·	14	6	4	36	3	-4	-1.0	-36
CCc1nnc(NC(=O)c2ccc(N3C(=O)CCC3=O)cc2)s1	·	-9	16	6	8	3	-2	·	0.3	-3
COc1ccc(N2CCN(Cc3nc4cc(Cl)ccc4c(=O)[nH]3)CC2)cc1	-2	·	-3	-8	-9	13	-2	0	-0.6	-13
O=C(Nn1cnc2ccccc2c1=O)c1c(F)cccc1F	0	6	-9	2	-5	-3	5	0	-1.1	3
O=C(N/N=C\c1ccc(O)c([N+](=O)[O-])c1)c1ccccc1-n1cccc1	1	-8	-1	14	15	30	-10	-8	0.0	-30
CC(=O)Nc1nc(CC(C)C)cc(-c2ccco2)c1C#N	2	·	-15	-7	1	0	2	-1	·	0
CCOc1ccc(Br)cc1CNCCN1CCOCC1	-2	-14	0	-2	16	13	-2	1	-1.6	-13
CCOC(=O)c1c(NC(C)=O)sc2c(O)cccc12	0	-8	·	-11	-18	6	-3	3	-0.7	-6
CC1CC2=C(C(=O)O1)C(c1ccc(Cl)cc1)Nc1ccccc1N2 (stereo unspecified)	22	6	-7	10	11	21	-9	-6	-3.2	-21
Cc1ccc(-c2ccc(/C=N/NC(=O)Cc3nnc(N)s3)o2)cc1Cl	0	-8	2	-9	8	·	10	-8	-2.1	·
SMILES	NSD2 inh	PfHsp90 yeast 2	MITF act	PvdQ inh	Rtt109 HAT inh	SR-BI uptake up	dFosB activator	CAL PDZ FP-1	CAL PDZ FP-2	SR-BI DiI inh
CC(C)c1ccc(NC2CCCN(C(=O)c3ccc(Cn4cnnn4)cc3)C2)cc1 (stereo unspecified)	6	19	-1	-17	-4	3	-3	1	-2.5	-3
N#Cc1c2c(c(=S)n(-c3ccccc3)c1N)CCCC2	23	1	-7	-10	11	0	-3	-2	-1.4	0
CC1(c2ccccc2)NC(=O)N(CC(=O)Nc2ccc(S(=O)(=O)Nc3ncccn3)cc2)C1=O (stereo unspecified)	0	·	-9	-4	33	22	-6	-3	-2.2	-22
COC(=O)c1cc(OC)c(OC)cc1NC(=O)c1csc(C)c1	-2	8	7	7	21	-63	-2	5	-1.7	63
Cc1ccc2c(COC(=O)CNC(=O)c3ccco3)cc(=O)oc2c1C	5	0	1	5	1	7	-18	0	-1.6	-7
COc1ccccc1N(CC1CO1)S(=O)(=O)c1ccccc1 (stereo unspecified)	-2	-7	-7	-4	-6	-2	-6	-3	-3.0	2
O=C(Oc1ccccc1)c1ccc(COC(=O)c2cnccn2)cc1	-7	8	-1	-2	-5	12	-2	12	-1.5	-12
COc1cc(Nc2ccccc2Cl)c([N+](=O)[O-])nc1[N+](=O)[O-]	-3	-14	-37	8	5	4	-4	-6	-0.2	-4
COc1ccccc1C1/C(=C(/O)c2ccccc2)C(=O)C(=O)N1CC(C)O (stereo unspecified)	0	12	-2	-10	8	-3	-4	-1	-1.1	3
Cc1nn(Cc2ccccc2)c(C)c1NC(=O)CSc1nc(C2CC2)nc2c1cnn2-c1ccccc1	1	-34	-28	-13	4	-59	2	-2	-2.5	59
Cc1noc(C)c1S(=O)(=O)N1CCCCC1	-2	-17	-3	-12	-9	-14	2	1	-1.6	14
Cc1cccc(N(Cc2cc3ccc(C)cc3[nH]c2=O)S(=O)(=O)c2ccccc2)c1	1	-17	-13	-12	4	-9	-11	-1	0.3	9
